High-throughput results from PubChem.
EPAC2 ag – qHTS for Agonist of cAMP-regulated guanine nucleotide exchange factor 4 (EPAC2): primary screen; Rap guanine nucleotide exchange factor 4 (Homo sapiens), Q8WZA2; Potency, µM (top dose mostly 154 µM), without a hit: at the top dose activation, hits mostly activators; EPAC2 activation, biochemical qHTS; response scale: 100% = 6.5 mM cAMP response; actives 0.079% (n = 360,000); AID 720711, 2013; note: potency is the fitted concentration of half-maximal effect; nearly all actives have a fitted effect of over 50% in size
Target sequence (Q8WZA2 whole entry, looked up): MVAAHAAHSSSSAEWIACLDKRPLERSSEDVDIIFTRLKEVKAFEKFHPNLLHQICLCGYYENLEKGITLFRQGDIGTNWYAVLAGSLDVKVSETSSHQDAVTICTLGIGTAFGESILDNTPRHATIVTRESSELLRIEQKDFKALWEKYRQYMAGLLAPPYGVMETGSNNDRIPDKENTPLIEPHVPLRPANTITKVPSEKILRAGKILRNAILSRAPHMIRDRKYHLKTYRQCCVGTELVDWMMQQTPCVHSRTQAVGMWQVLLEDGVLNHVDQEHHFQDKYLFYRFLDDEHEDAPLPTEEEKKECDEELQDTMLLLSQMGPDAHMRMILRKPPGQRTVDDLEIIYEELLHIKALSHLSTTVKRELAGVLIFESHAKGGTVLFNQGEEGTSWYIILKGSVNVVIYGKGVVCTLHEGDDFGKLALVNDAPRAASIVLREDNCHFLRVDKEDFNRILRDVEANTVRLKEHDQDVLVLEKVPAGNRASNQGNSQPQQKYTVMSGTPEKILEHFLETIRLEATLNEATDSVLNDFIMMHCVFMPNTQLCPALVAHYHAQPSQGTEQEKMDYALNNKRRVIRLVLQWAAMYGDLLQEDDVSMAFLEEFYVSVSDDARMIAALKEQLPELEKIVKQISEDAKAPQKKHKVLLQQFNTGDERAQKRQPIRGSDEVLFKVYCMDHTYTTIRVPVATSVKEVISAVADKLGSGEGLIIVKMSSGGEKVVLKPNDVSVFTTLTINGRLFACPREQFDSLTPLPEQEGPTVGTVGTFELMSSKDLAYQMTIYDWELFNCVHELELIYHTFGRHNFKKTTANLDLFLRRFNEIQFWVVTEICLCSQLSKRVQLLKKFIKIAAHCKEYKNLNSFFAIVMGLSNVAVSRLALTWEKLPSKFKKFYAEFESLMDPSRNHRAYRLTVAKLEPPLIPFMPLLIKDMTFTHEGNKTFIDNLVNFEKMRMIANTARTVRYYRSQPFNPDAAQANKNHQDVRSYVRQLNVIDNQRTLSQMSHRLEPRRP
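Exchange assay: 100 nM EPAC2 with 250 nM Rap1B-BODIPY-GDP and 50 uM GDP. Fluorescence (ex 480/em 540 nm) read every 5 min for 30 min at room temperature. Data normalized to 6.5 mM cAMP as agonist control.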
IL-2 act – qHTS of IL-2 Activators; actives 0.065% (n = 360,000); IL-2 activation reporter assay, cell-based qHTS; stimulated with anti-CD3/CD4/CD28 beads; in transgenic mouse T cells; activation, % (series mostly up to about 46 µM); in the data active = activation above about 50%; inconclusive = mostly about 30% to 49%; note: 0% is about no effect
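Screening format: compound pinned onto unstimulated transgenic mouse T cells, 60 min incubation, then anti-CD3/anti-CD4/anti-CD28 bead stimulation for 18 hours at 37 degrees C, followed by EGFP and DsRed detection.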
Nrf2 block – Nrf2 qHTS screen for inhibitors. actives 2.1% (n = 360,000). A549 ARE-Fluc reporter, luciferase luminescence, 18-24 h. Potency, µM (titrated, usually from 46 µM), for inactives: top-dose activity change, negative = inhibition, hits mostly inhibitors; note: potency is the fitted concentration of half-maximal effect; % is set by controls: 0 for no effect and ±100 for the full control effect; nearly all actives have a fitted effect of over 60% in size
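Reporter: ARE-Fluc in A549. Exposure: 18-24 h, 37 °C, 5% CO2, 5% FBS OPTI-MEM. Readouts: fluorescent cytotoxicity (CellTiter-Fluor), then luminescent Nrf2 signal after BugLite.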
ATXN2 expr inh – Primary qHTS for Inhibitors of ATXN expression | HEK-293 ATXN2-luciferase reporter, luminescence, 24 h | Potency, µM (top dose mostly 57 µM), inactives show at the highest dose activity change, negative = inhibition, usual class: inhibitors | actives 0.72% (n = 360,000) | AID 1745845, 2022; note: potency is the fitted concentration of half-maximal effect; % is set by controls: 0 for no effect and ±100 for the full control effect; nearly all actives have a fitted effect of over 55% in size
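ATXN2-luciferase reporter cells (luciferase flanked by upstream and downstream ATXN2 gene portions) were treated 24 h at 37 °C with compounds at up to 57 uM. SteadyGlo luminescence gave expression; GF-AFC fluorescence gave viability.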
Nrf2 ARE act – qHTS of Nrf2 Activators | Potency, µM (titrated, usually from 46.1 µM), for inactives: at the top dose activation, usual class: activators | AREc32 ARE-luciferase reporter (MCF7-derived line), luminescence, 24 h | actives 0.31% (n = 410,000); note: potency is the fitted concentration of half-maximal effect; % of control where 0% means no effect; nearly all actives have a fitted effect of over 65% in size
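Steps: seed AREc32_Fluc cells (1000/well, 5% FBS OPTI-MEM); incubate overnight at 37 deg C; add 23 nL compound; incubate 24 hr; add Steady-Glo; hold 30 min RT; read luminescence.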
TGFb inhibitor – qHTS for Inhibitors of TGF-b | HepG2 CAGA-GFP TGF-b/SMAD3 reporter, GFP fluorescence, 18 h; TGF-beta stimulated, 500 pg/mL final | Potency, µM (top dose mostly 46.1 µM), without a hit: at the highest dose activity, negative = inhibition, usual class: inhibitors | actives 1.2% (n = 410,000); note: potency is the fitted concentration of half-maximal effect; % is set by controls: 0 for no effect and ±100 for the full control effect; nearly all actives have a fitted effect of over 65% in size
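Read-out: total well GFP (ex488/em500-530) summed from mean per-cell fluorescence. Cells: HEPG2 CAGA-GFP, 1% FBS DMEM, 18 h at 37 degrees C with 500 pg/mL final TGF-beta. Unstimulated wells served as the full-inhibition control; stimulated DMSO wells = 0%.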
HepG2 viability – qHTS for Inhibitors of TGF-b: Cytotox Counterscreen; HepG2 CAGA-GFP viability, ATP luminescence, 18 h; Potency, µM (titrated, usually from 46.1 µM), inactives show top-dose activity change, negative = cytotoxicity, most hits filed as cytotoxic; actives 0.76% (n = 410,000); AID 588856, 2011; note: potency is the fitted concentration of half-maximal effect; some results filed as inactive show a strong effect at the top dose
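CellTiter-Glo luminescence gave cytotoxicity after 18 hours at 37 degrees C. The cells were HepG2 CAGA-GFP in 1% FBS DMEM, stimulated with 500 pg/mL TGF-beta after compound addition. %Activity was normalised to no-cell wells (complete cell-killing) and DMSO (no toxicity), and curves were fitted and classified.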
A549 tox – Nrf2 qHTS screen for inhibitors: counterscreen for cytotoxicity. A549 ARE-Fluc cells, CellTiter-Fluor viability, 18-24 h. Potency, µM (top dose mostly 46 µM), without a hit: at the top dose activity change, negative = cytotoxicity, most hits filed as inhibitors. actives 0.16% (n = 390,000). AID 504648, 2011; note: potency is the fitted concentration of half-maximal effect; % is set by controls: 0 for no effect and ±100 for the full control effect
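A549 ARE_Fluc cells in 5% FBS OPTI-MEM were exposed to compounds in concentration-response for 18-24 h at 37 deg C. Viability was read by CellTiter-Fluor fluorescence (Ex 405/Em 525) after 30 min, before the luciferase read.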
S2 tox – Viability Counterscreen for Primary qHTS for Inhibitors of ATXN expression; S2 cells (HEK-293 line with an ATXN2-luciferase reporter) viability, CellTiter-Fluor protease fluorescence, 24 h; Potency, µM (doses to about 56.7 µM), most hits filed as cytotoxic; actives 0.49% (n = 400,000); note: potency is the fitted concentration of half-maximal effect; nearly all actives have a fitted effect of over 40% in size
* = called active by the depositor; i = inactive; ? = inconclusive; nt = not tested or not shown; [ ] = dose if it differs, or a comment. Unless noted, calls come from the whole dose curve; as a rule, active = well fitted curve in the direction sought with a large enough effect; inconclusive = small, poorly fitted or top-dose-only effect, or another doubt; inactive = no such curve, though single readings can be large; an effect the other way counts as inactive or inconclusive.

SMILES	EPAC2 ag	IL-2 act	Nrf2 block	ATXN2 expr inh	Nrf2 ARE act	TGFb inhibitor	HepG2 viability	A549 tox	S2 tox
O=C(COc1ccc([N+](=O)[O-])cc1)Nc1cc(S(=O)(=O)N2CCCCC2)ccc1N1CCCCC1	8%	-0.2	-19%	-14%	-0.6%	0%	0%	0%	i
O=C(Nc1ccccc1)[C@@H]1[C@@H]2C(=O)N(c3ccc(F)cc3)C(=O)[C@@H]2[C@H]2C=CC=NN21	10%	-0.6	0%	-1%	5.4%	-27%	-16%	1%	i
CCOC(=O)Cn1nnnc1CN(CCc1ccccc1)Cc1cc2cc(CC)ccc2[nH]c1=O	-9%	0.8	-20%	?	3.4%	?	-49%	1%	i
COCc1cc(C)nc(OCC(=O)N/N=C/c2ccc(-c3cc([N+](=O)[O-])ccc3Cl)o2)c1C#N	-13%	-0.4	-4%	-16%	6.5%	4%	3%	-7%	i
CN1C(=O)c2cccc3c(S(=O)(=O)Nc4ccccc4F)ccc1c23	5%	1.6	2%	46%[activator]	?	0%	-17%	1%	i
NC(=O)/C(=C\c1ccco1)NC(=O)c1ccc(Br)o1	7%	0.4	5%	-3%	0.1%	19%	-34%	1%	i
O=C(N1CCCCC1)N1CCC(c2nc3ccccc3[nH]2)CC1	4%	0.8	-15%	nt	-0.3%	-10%	13%	-15%	i
CC(=O)c1cccc(NC(=O)C(C)OC(=O)CCn2c(C)csc2=O)c1 (stereo not given)	12%	0.5	3%	nt	0.1%	1%	-14%	17%	i
CCN1C(=O)/C(=C\N2CCN(c3cccc(Cl)c3)CC2)SC1=S	-2%	-0.6	15%	?	-0.4%	0%	4%	-21%	i
CCOc1ccc(NC(=O)c2cc(S(=O)(=O)NC3CCCCCC3)ccc2F)cc1	nt	nt	nt	nt	-1.0%	?	-21%	-2%	nt
COc1ccc(-c2sc3cc(OC)c(OC)cc3c2C#CCCO)cc1	9%	0.6	7%	-6%	4.8%	?	-42%	-9%	?
O=c1[nH]c2cc3c(cc2cc1C(c1nnnn1Cc1ccccc1)N1CCCCCC1)OCCO3 (stereo not given)	-8%	0.7	?	-23%	-0.3%	3%	-21%	-22%	?
Cc1ccc(Cl)cc1N1CCN(C(=O)c2cc3c(=O)[nH]c4ccccc4c3n2C)CC1	-3%	-2.0	4.1µM*	-30%	-0.3%	?	-28%	-20%	?
COc1ccc(NC(=O)c2cc(-c3ccncc3)nc3ccccc23)c(OC)c1	5%	-0.8	-19%	-4%	11%	-3%	-33%	-11%	i
CCOc1cc(NC(=O)c2cccs2)c(OCC)cc1NC(=O)CCC(=O)NCCN1CCOCC1	3%	1.1	-1%	2%	0.1%	-5%	-11%	0%	i
O=C(Nc1nncs1)C1(c2ccccc2)CCCC1	-5%	-0.7	1%	6%	-1.4%	-9%	-8%	10%	i
OCCC#Cc1ccc(N2C(c3ccsc3)=Cc3ccc(F)cc3C2c2c[nH]c3ccccc23)cc1 (stereo not given)	4%	0.0	nt	-25%	9.0%	nt	nt	nt	?
Cc1ccc(N2CCN(C(=O)c3cn(C)c4ccc(S(=O)(=O)N(C)C5CCCCC5)cc4c3=O)CC2C)cc1 (stereo not given)	nt	nt	5%	4%	-0.9%	-2%	-51%	-2%	i
O=C(Nc1ccccc1Oc1ccccc1)c1ccc(Br)o1	11%	0.1	4%	9%	8.6%	-9%	-7%	5%	i
CC(C)C[C@H]1CN=C(Nc2ccccc2)N1CC1CCC(C(C)(C)C)CC1 (stereo not given in full)	-4%	-0.5	13%	?	-2.9%	?	-109%	-19%	22µM*
CCN1CCN(C(c2cccc(OC)c2)c2c(O)cc(C)n(Cc3ccco3)c2=O)CC1 (stereo not given)	nt	nt	nt	nt	1.6%	4%	4%	15%	nt
Nc1nc(Cl)cc(Sc2ccc(F)cc2)n1	-3%	-1.1	nt	32%[activator]	3.3%	4%	1%	0%	i
COc1ccc(-c2cc(C(=O)NCC3CCCO3)c3cc(C)ccc3n2)cc1 (stereo not given)	1%	-0.2	?	68%[activator]	2.7%	-11%	-13%	2%	i
Cc1ccc(S(=O)(=O)N2CC(O)CC2C(=O)O)cc1 (stereo not given)	14%	-2.2	2%	5%	0.4%	4%	1%	0%	i
Cn1c(-c2ccccc2)cc(=O)cc1-c1ccccc1	5%	-2.8	nt	nt	-0.7%	22%	-1%	nt	i
Cc1ccc(OCCCC(=O)N(C)CC(=O)Nc2ccccc2Cl)cc1	0%	-0.7	-25%	-7%	0.4%	-14%	-27%	-2%	i
Nn1cnnc1SC1CCCCC1NS(=O)(=O)c1ccccc1 (stereo not given)	9%	-1.4	nt	-3%	-0.8%	24%	0%	-17%	i
Cc1sccc1/C=N/NC(=O)c1cccc2ccccc12	0%	1.0	-13%	3%	2.6%	-3%	1%	-1%	i
Cc1ccc(NC(=S)NNC(=O)c2c([N+](=O)[O-])c(C)nn2C)cc1	6%	0.3	4%	-2%	0.0%	-2%	-3%	-2%	i
Cc1c(=O)n(OCc2ccc(Cl)cc2)c2ccccc2[n+]1[O-]	3%	6.6	-8%	-19%	?	18%	1%	11%	i
COc1ccccc1-c1cccc([C@@H]2C[C@H]3[C@H](CON3C)CN2C(=O)C(C)(C)C)c1	0%	0.0	16%	4%	0.6%	-19%	-1%	1%	i
O=C(COC(=O)C1CCN(S(=O)(=O)c2cc([N+](=O)[O-])ccc2Cl)CC1)Nc1ncc(Cl)cc1Cl	-1%	-2.0	7%	7%	?	?	5%	-5%	i
CCCCn1c(N)c(N(CCC(C)C)C(=O)COC(=O)c2ccc3ccccc3c2)c(=O)[nH]c1=O	-3%	0.2	-12%	-3%	-0.2%	-1%	-5%	-2%	i
COc1ccccc1CNC(=O)c1ccccc1NC(=O)C1=C(C)OCCS1	16%	-3.4	-15%	-5%	-1.2%	-5%	5%	-1%	i
CCCN1C2=NCCN2c2cc(C)c(C)cc21	-11%	0.9	nt	-12%	-0.9%	-3%	2%	-2%	i
Brc1ccc(OCc2nnc(SCC3CCCCC3)o2)cc1	0%	0.7	-4%	-5%	-0.6%	-23%	-18%	0%	i
COc1cccc(CNC(=O)CCCn2c(=O)c3cccn3c3cccnc32)c1OC	nt	nt	?	nt	4.2%	-20%	-9%	14%	nt
O=C(Nc1cc(=O)c2ccccc2o1)N1CCOCC1	18%	-2.1	?	-8%	3.7%	0%	-3%	nt	i
Cc1cccc(-n2ncc3c(=O)[nH]c(SCC(=O)N4CC(=O)Nc5ccccc54)nc32)c1	-4%	0.3	6%	nt	-0.6%	15%	2%	7%	i
Cc1nc(NCc2ccco2)c2c3c(sc2n1)CCC3	4%	-3.5	nt	29%	28%	?	-53%	-4%	i
CCOC(=O)C1CCCN(S(=O)(=O)c2ccc(OC)c3ccccc23)C1 (stereo not given)	10%	0.0	-19%	-34%	-0.4%	1%	7%	-11%	?
O=C(CCl)NCCCCCCCCCNC(=O)CCl	4%	-0.6	-13%	-38%	11µM*	?	-40%	?	10µM*
CCN(CC)S(=O)(=O)c1ccc(NC(=O)CCc2c(C)nc3cc(-c4ccc(Cl)cc4)nn3c2C)cc1	nt	nt	?	nt	-3.0%	0%	-7%	-10%	nt
CCCCn1c(=O)[nH]c(=O)c2c1nc(-c1ccc(-c3ccccc3Br)o1)n2CC	5%	2.5	8%	-1%	-0.4%	0%	6%	-1%	i
COc1ccc(CCC(=O)NNC(=O)Nc2cccc(Cl)c2)cc1	4%	0.2	-7%	4%	-0.5%	-9%	2%	-2%	i
CN(Cc1ccccc1)C(=O)CN1C(=O)COc2ccc(S(=O)(=O)N3CCCC3)cc21	9%	0.1	4%	-5%	0.0%	-6%	-4%	-7%	i
COc1cc(/C=C\C(=O)NCc2ccc3c(c2)cc(C)n3C)cc(OC)c1OC	15%	-2.8	1%	17%	-0.1%	-5%	-90%	1%	i
Cc1cccc(CN2CCSc3sccc3C2=O)c1	5%	-0.5	-29%	-10%	-0.9%	20%	0%	0%	i
CCCCOc1cccc(OCC(=O)Nc2nc3ccccc3[nH]2)c1	-1%	0.1	25%	-17%	0.0%[9.22 µM]	14µM*	13µM*	?	i
CCCc1cc(=O)n2[nH]c(-c3ccc(Br)cc3)cc2n1	10%	-0.1	nt	9%	6.2%	-14%	-23%	-2%	i
Cc1ccccc1OC(=O)n1c(=S)oc2cc(Cl)ccc21	3%	-2.0	14%	-13%	2.3%	5%	0%	1%	i
O=C(CN1CCN(S(=O)(=O)c2ccccc2)CC1)Nc1cccc(C(F)(F)F)c1	13%	-2.0	-17%	-26%	-0.5%	-6%	-38%	-10%	i
OC[C@@H]1CN(Cc2cccnc2)C[C@H](n2cnc3c(N4CCOCC4)ncnc32)O1	10%	1.4	nt	0%	-0.4%	14%	6%	nt	i
CCN(CC)C(=O)CSc1nc(COc2ccccc2)nc2ccccc12	-13%	0.4	?	-15%	2.8%	?	-23%	-9%	i

2 of the compounds above, as labelled records:
O=C(CN1CCN(S(=O)(=O)c2ccccc2)CC1)Nc1cccc(C(F)(F)F)c1
  EPAC2 ag: 13%
  IL-2 act: -2.0
  Nrf2 block: -17%
  ATXN2 expr inh: -26%
  Nrf2 ARE act: -0.5%
  TGFb inhibitor: -6%
  HepG2 viability: -38%
  A549 tox: -10%
  S2 tox: i

OC[C@@H]1CN(Cc2cccnc2)C[C@H](n2cnc3c(N4CCOCC4)ncnc32)O1
  EPAC2 ag: 10%
  IL-2 act: 1.4
  Nrf2 block: nt
  ATXN2 expr inh: 0%
  Nrf2 ARE act: -0.4%
  TGFb inhibitor: 14%
  HepG2 viability: 6%
  A549 tox: nt
  S2 tox: i
